NOD2-RIPK2 inh: inhibitors of human NOD2-RIPK2 interaction; O43353; CHO BLA complementation NOD2-RIPK2, CCF4 ratio; inhibition, % at 4.98 µM; actives 0.38% (n = 360,000); AID 624267; in the data active means inhibition above about 21%;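 further: 0% = vehicle only and 100% = reference blocker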
NCOA3 inh: inhibitors of human steroid receptor coactivator 3 (SRC3). actives 0.17% (n = 360,000). inhibition, % at 3.6 µM. Q9Y6Q9. AID 588352. HEK293 GAL4-SRC3 luciferase reporter, luminescence;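 active means inhibition above a per-campaign cutoff, the mean of all compounds plus 3 SD, cut at about 60% in these data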;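 further: 0% = DMSO-treated cells and 100% = gossypol-treated cells at 36 µM; higher means less SRC3-driven luciferase light from the GAL4 reporter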
NR2F2 inh: NR2F2 (human) inhibition, primary screen; P24468; HEK293T NGFI-A luciferase reporter, luminescence; inhibition, % at 8.6 µM; actives 0.7% (n = 370,000);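 active means inhibition above a per-plate cutoff, mean inhibition of test wells between control levels plus 3 SD, cut at about 38% in these data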;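 further: cells cotransfected with COUP-TFII expression vector driving the NGFI-A reporter; 0% = median of COUP-TF2 test wells and 100% = reporter-only cells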
Target sequence (P24468 whole entry, looked up): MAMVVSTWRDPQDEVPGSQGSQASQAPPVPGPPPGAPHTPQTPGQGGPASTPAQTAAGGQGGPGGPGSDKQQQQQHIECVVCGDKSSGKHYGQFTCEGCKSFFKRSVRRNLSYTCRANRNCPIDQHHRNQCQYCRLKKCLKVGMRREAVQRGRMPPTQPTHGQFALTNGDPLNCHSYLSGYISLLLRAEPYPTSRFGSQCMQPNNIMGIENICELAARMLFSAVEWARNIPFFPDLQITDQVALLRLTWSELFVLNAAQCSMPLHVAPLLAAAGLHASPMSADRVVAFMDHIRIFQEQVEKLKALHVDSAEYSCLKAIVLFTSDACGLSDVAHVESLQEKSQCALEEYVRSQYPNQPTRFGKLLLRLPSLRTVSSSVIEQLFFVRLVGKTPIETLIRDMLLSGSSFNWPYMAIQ
NR5A2 inv ag: NR5A2 inverse agonism in reporter assay. actives 0.13% (n = 360,000). AID 602396. HEK293T StAR-luciferase reporter, LRH-1 transfected, 24 h. O00482. inhibition, % at 3.6 µM;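 active means inhibition above the mean inhibition of all tested compounds plus 3 SD, cut at about 73% in these data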;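 further: 0% = DMSO wells and 100% = reporter-only cells lacking LRH-1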
Target sequence (O00482 whole entry, looked up): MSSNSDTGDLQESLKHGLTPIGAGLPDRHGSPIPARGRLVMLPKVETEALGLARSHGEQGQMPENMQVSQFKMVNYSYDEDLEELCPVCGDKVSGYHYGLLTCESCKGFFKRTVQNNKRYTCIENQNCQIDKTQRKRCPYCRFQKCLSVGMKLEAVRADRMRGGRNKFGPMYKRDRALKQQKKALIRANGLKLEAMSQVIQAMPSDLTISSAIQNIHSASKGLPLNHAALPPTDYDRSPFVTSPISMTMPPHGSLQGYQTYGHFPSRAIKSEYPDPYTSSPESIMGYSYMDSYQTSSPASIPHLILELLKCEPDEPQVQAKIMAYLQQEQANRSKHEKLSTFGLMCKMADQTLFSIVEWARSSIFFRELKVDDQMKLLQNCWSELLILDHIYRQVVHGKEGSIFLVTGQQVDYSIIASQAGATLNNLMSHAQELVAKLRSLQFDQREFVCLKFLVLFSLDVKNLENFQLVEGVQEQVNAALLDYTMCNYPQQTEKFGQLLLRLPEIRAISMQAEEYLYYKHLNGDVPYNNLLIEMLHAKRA
SRC1 inh: human NCOA1 inhibition | Q15788 | HEK293 GAL4-SRC1 luciferase reporter, luminescence | inhibition, % at 3.6 µM | actives 0.12% (n = 360,000) | AID 588354;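 active means inhibition above the campaign mean plus 3 SD, with each screening campaign given its own cutoff, cut at about 60% in these data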;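 further: 0% = DMSO treated cells and 100% = gossypol at 36 µM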
TLR9-MyD88 inh: TLR9-MyD88 interaction inhibition; Q9NR96+Q99836; CHO BLA complementation TLR9-MyD88, CCF4 FRET ratio; inhibition, % at 4.98 µM; actives 0.21% (n = 340,000);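 active means inhibition above the mean over all tested compounds plus 3 SD, cut at about 21% in these data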;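 further: 0% = DMSO only wells and 100% = clavulanate BLA inhibitor control wells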
TROY NFkB inh: inhibitors of TROY-dependent NF-kB signaling | Q293 LMP1-TROYcd NF-kB luciferase reporter, 4 h | inhibition, % at 10 µM | actives 0.98% (n = 360,000) | AID 1347056;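 active means compounds whose plate-normalised and pattern-corrected inhibition of the luciferase reporter signal at the single screening dose is 50% or more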
Granule exo inh: lytic granule exocytosis inhibition; TALL-104 LAMP-1 surface exposure, flow cytometry; cells stimulated with thapsigargin and PMA; inhibition, % at 10 µM; actives 0.66% (n = 360,000); AID 651702;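 active means inhibition above about 55%, limit read from the data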
NCOA2 inhibitor: inhibits human steroid receptor coactivator 2 | actives 0.17% (n = 370,000) | Q15596 | inhibition, % at 9 µM | AID 651957 | HEK293 GAL4-SRC2 luciferase reporter, luminescence;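 active means inhibition above the mean inhibition of all tested compounds plus 3 SD, set per campaign, cut at about 52% in these data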;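 further: 0% = DMSO treated cells and 100% = cells given Gossypol at 36 µM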
ABHD5-PLIN5 inh: blocks binding of human ABHD5 to perilipin-5 | Q00G26+Q8WTS1 | Split G. princeps luciferase complementation, luminescence, 4 h | inhibition, % at 4 µM | actives 0.78% (n = 360,000) | AID 602281;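 active means inhibition above the mean inhibition across every tested compound plus 3 SD, cut at about 22% in these data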;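 further: 0% = DMSO only wells and the 100% control is not disclosed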
TWEAK-Fn14 inh: inhibitors of TWEAK-Fn14 interaction signaling; TWEAK-stimulated Fn14 reporter cells, luciferase luminescence, 8 h; actives 2% (n = 360,000); inhibition, % at 10 µM; AID 1159606; in the data active means inhibition above about 50%
* hit, by the source's call; . = no result given. A portion of the library. The share of hits here may be higher or lower than overall.

SMILES	NOD2-RIPK2 inh	NCOA3 inh	NR2F2 inh	NR5A2 inv ag	SRC1 inh	TLR9-MyD88 inh	TROY NFkB inh	Granule exo inh	NCOA2 inhibitor	ABHD5-PLIN5 inh	TWEAK-Fn14 inh
CCOCCCNC(=S)NCCNc1nc2ccc(C)cc2cc1C#N	4	6	9	-30	-16	5	-19	0	4	-1	-15
COc1ccc(S(=O)(=O)NCC2CCC(C(=O)NCc3cccnc3)CC2)cc1 (stereo not given)	-2	-4	-4	-7	0	-5	12	0	5	-5	-5
CN(C)c1ccc(/C(=N\O)c2ccccc2)cc1	-4	-26	0	-61	-34	-1	-2	-2	-5	1	5
CCOC(=O)c1ccc(NC(=S)NC2CC(C)(C)NC(C)(C)C2)cc1	-3	24	7	-5	-3	-2	-4	6	-10	3	-1
CCN1CCN(Cc2ccccc2NC(=O)Nc2ccc(C)cc2)CC1	0	-57	-40	-40	-79	-6	-20	1	-62	-3	-5
O=C(CCCCCn1c(=S)[nH]c2ccc(N3CCOCC3)cc2c1=O)NCc1ccc2c(c1)OCO2	-1	-19	-7	-6	-19	9	-1	1	3	-8	2
Cc1ccc(C(=O)NC(=S)NNC(=O)c2ccccc2[N+](=O)[O-])cc1	2	-4	-22	-37	-24	6	-10	-1	8	-6	0
COc1ccc(NC(=S)N(CCCN2CCCC2)Cc2cccn2Cc2ccc(Cl)cc2)cc1Cl	5	29	-16	3	-8	7	-3	69*	30	31*	-28
O=C1CCC(C(=O)Nc2ccccc2)N1 (stereo not given)	-14	17	-1	11	-3	-27	-6	0	-14	-5	-8
Cc1ccc(C)c(N2C(=O)CC(Cc3ccc(Br)cc3)C2=O)c1 (stereo not given)	0	-1	4	-24	-1	6	13	1	5	-9	16
CC(Sc1ccc(Cl)cc1)C(=O)NNC(=O)c1ccncc1 (stereo not given)	-5	7	4	-19	1	5	4	-5	4	3	1
COC(=O)C1CCN(C(=O)COC(=O)CCc2nc3ccccc3c(=O)[nH]2)CC1	8	20	1	6	-4	-4	11	-3	15	0	23
N#C/C(=N\Nc1ccccc1F)c1nc(-c2ccccc2)cs1	0	19	-25	8	9	0	-12	6	2	-3	4
COCCNC(=O)c1cccc(OC2CCN(Cc3ccccc3OC(F)F)CC2)c1	0	7	7	0	-23	1	4	-4	23	1	3
COc1ccccc1CCNC(=O)CSc1nnc2ccc(-c3ccncc3)nn12	-5	-3	-1	8	9	-3	22	0	2	-4	-11
COc1cccc(C(=O)Nc2nnc(CCS(=O)(=O)c3ccc(C)cc3)s2)c1	5	23	22	-17	-7	-2	0	2	-4	-1	23
Cc1ccccc1OC(C)C(=O)N1CCN(c2ccccn2)CC1 (stereo not given)	-4	11	-11	5	-10	-5	9	-1	-23	0	19
COc1ccc(CN=CC2=C(O)CNC2=O)cc1OC	-1	1	-15	-14	9	1	-1	-1	16	-1	10
O=C(OCc1ccccc1F)c1cnc(Cl)c(Cl)c1	5	5	11	-4	1	-14	-21	-8	-37	1	-15
CC1CCN(C(=O)CN2C(=O)C(=O)N(C(C)C)C2=O)c2ccccc2S1 (stereo not given)	-2	-3	4	-15	-2	3	4	0	3	-4	-9
CCN(CC)S(=O)(=O)c1ccc(NC2CCCc3ccccc32)nc1 (stereo not given)	2	-21	11	-16	-13	4	-10	2	-7	-8	1
O=C(CSc1nnc(-c2cccc(S(=O)(=O)N3CCCCC3)c2)o1)NCCC1=CCCCC1	-7	13	3	10	-8	4	-1	0	2	-2	-17
O=C(CSc1nnc(-c2ccc3c(c2)OCO3)o1)Nc1ncc(C(F)(F)F)cc1Cl	-5	-10	-4	12	-17	-1	15	-1	15	-10	-72
CCN1CCc2c(sc(NC(=O)c3ccc(S(=O)(=O)N(C)CC4CCCO4)cc3)c2C(N)=O)C1 (stereo not given)	0	-5	5	2	-18	-1	19	-1	-7	-6	-9
O=C(CN1C(=O)c2cccc([N+](=O)[O-])c2C1=O)N1CCN(S(=O)(=O)c2ccccc2)CC1	1	-2	-14	8	6	-2	3	-1	13	-2	-2
Cc1csc(NC(=O)c2ccc(S(C)(=O)=O)cc2)n1	2	-54	-17	-55	-42	-2	-44	-3	-13	0	6
C/C(=N/NC(=O)c1ccco1)c1ccc(NC(=O)c2ccc(F)cc2)cc1	-7	-56	-60	-168	-105	-1	-44	13	-42	-1	-17
CCS(=O)(=O)c1ccc(O)c(NC(=O)Nc2ccccc2)c1	-12	22	0	7	-10	-5	3	6	-35	-2	-4
Cc1cc2nc3c(nc2cc1C)C1(C(=O)N(C)C)CCC3(C)C1(C)C (stereo not given)	-4	16	-1	17	10	2	27	-1	-5	3	2
CCOC(=O)C(C)n1nc(C)c2sc3ccccc3c2c1=O (stereo not given)	-1	11	-10	-5	-5	14	-8	-2	-6	1	4
CCCNC(=O)CSc1n[nH]c(=O)n1CCc1ccccc1	-4	-14	-17	4	-11	-9	-13	9	-6	1	0
Cc1ccc(N(CC(=O)Nc2cc(C)cc(C)c2)S(=O)(=O)c2c(C)noc2C)cc1	2	-2	-3	14	1	-2	48	4	17	-10	24
O=c1[nH]c2cc(Cl)c(Cl)cc2o1	-16	9	-11	27	7	2	13	0	-12	-2	-21
Cn1c(=O)[nH]c(=O)c2c1nc1n2CCCN1Cc1ccccc1	-11	8	-16	-3	-5	.	-7	-5	-5	4	1
O=c1cc(CSc2nc(NCc3ccc(Cl)cc3)c3ccccc3n2)nc2ccc(Cl)cn12	9	14	-5	-9	-2	-8	23	6	-23	1	-5
O=C1c2ccccc2C(Nc2ccc3c(c2)OCO3)N1Cc1ccc2c(c1)OCO2 (stereo not given)	3	-8	8	20	-10	1	-32	5	-27	-5	-27
Cc1cccc(C)c1N=Cc1c(C(F)(F)F)[nH][nH]c1=O	-4	20	14	-3	9	-1	1	26	10	3	-16
CC(=O)Nc1ccc(S(=O)(=O)N(C)CC(=O)N(C)Cc2sccc2C)cc1	-5	-1	18	0	4	-2	23	-11	2	8	-11
COc1ccc(NC(=O)CC2SC(N3CCOCC3)=NC2=O)c(OC)c1 (stereo not given)	3	-2	20	10	-3	-15	10	-1	-9	2	15
CCN1CCN(CCNC(=O)c2ccc3c(c2)NC(=O)/C(=C\c2ccc(OC)c(OC)c2)S3)CC1	-9	-25	-2	9	20	1	-5	3	10	13	-34
O=C(Cn1c(=S)[nH]c2ccccc2c1=O)N1CCc2ccccc2C1	7	-2	1	-1	3	3	10	2	14	14	2
CCOC(=O)n1c(=O)n(Cc2ccc(Cl)cc2Cl)c2ccccc21	8	7	-3	6	1	0	-8	0	-6	-8	-4
COc1ccc(C2Nc3ccccc3C(=O)N2c2ccccc2)cc1COc1ccccn1 (stereo not given)	-19	-11	-18	-54	-32	-2	-23	0	-15	2	-33
COCCN(C(=S)Nc1cc(C)ccc1C)C(C)c1cccnc1 (stereo not given)	-3	5	-1	10	0	-12	-5	-1	1	-2	-2
Cc1ccnc(NC(=O)c2cc(S(=O)(=O)NCc3ccccc3)ccc2C)c1	-2	5	-24	7	-5	-2	8	4	-40	-2	-9
COc1ccccc1C(CNC(=O)c1ccc(C)c(S(=O)(=O)N2CCCCC2)c1)N1CCCC1 (stereo not given)	-13	7	-10	-32	3	7	2	6	11	-8	-1
Cc1cc(C(=O)N/N=C/c2ccc(N(C)C)o2)cs1	-9	-7	-5	-5	-8	-4	-14	0	-41	3	-4
CNC(=O)C[C@H]1C(=O)N(Cc2ccccc2)C[C@@H]1C	-1	-25	-11	-11	3	-10	9	-4	-10	-10	-26
C[C@@H]1CN([C@@H](C)CO)C(=O)CCCn2nncc2CO[C@H]1CN(C)C(=O)Nc1ccc(N2CCCCC2)cc1	-6	-14	-4	6	-4	-1	-9	-2	9	3	12
CCN(CC)CCN1C2=C(C(=O)CC(C)(C)C2)C(c2cccc(F)c2)C2=C1CC(C)(C)CC2=O	-12	4	-13	7	12	-5	19	3	-11	15	17
CC(=O)c1c(C)[nH]c(C(=O)Nc2ccc3c(c2)OCCO3)c1C	0	-24	-52	-134	-52	-1	-16	-1	-117	0	31
COc1ccc(CCNC(=O)C2CCN(C(=O)c3ccc(F)cc3)CC2)cc1OC	3	0	-2	-8	-1	-8	6	-3	-13	3	-5

Gathered by group, those above with an NH in an aromatic ring
SMILES	NOD2-RIPK2 inh	NCOA3 inh	NR2F2 inh	NR5A2 inv ag	SRC1 inh	TLR9-MyD88 inh	TROY NFkB inh	Granule exo inh	NCOA2 inhibitor	ABHD5-PLIN5 inh	TWEAK-Fn14 inh
O=C(CCCCCn1c(=S)[nH]c2ccc(N3CCOCC3)cc2c1=O)NCc1ccc2c(c1)OCO2	-1	-19	-7	-6	-19	9	-1	1	3	-8	2
COC(=O)C1CCN(C(=O)COC(=O)CCc2nc3ccccc3c(=O)[nH]2)CC1	8	20	1	6	-4	-4	11	-3	15	0	23
CCCNC(=O)CSc1n[nH]c(=O)n1CCc1ccccc1	-4	-14	-17	4	-11	-9	-13	9	-6	1	0
O=c1[nH]c2cc(Cl)c(Cl)cc2o1	-16	9	-11	27	7	2	13	0	-12	-2	-21
Cn1c(=O)[nH]c(=O)c2c1nc1n2CCCN1Cc1ccccc1	-11	8	-16	-3	-5	.	-7	-5	-5	4	1
Cc1cccc(C)c1N=Cc1c(C(F)(F)F)[nH][nH]c1=O	-4	20	14	-3	9	-1	1	26	10	3	-16
O=C(Cn1c(=S)[nH]c2ccccc2c1=O)N1CCc2ccccc2C1	7	-2	1	-1	3	3	10	2	14	14	2
CC(=O)c1c(C)[nH]c(C(=O)Nc2ccc3c(c2)OCCO3)c1C	0	-24	-52	-134	-52	-1	-16	-1	-117	0	31
